Screening results as filed in PubChem BioAssay.
NPSR antag = neuropeptide S receptor (human) antagonism, cAMP; CHO-NPSR cells, cAMP TR-FRET, antagonist mode; Potency, µM (top dose mostly 38.3 µM), for inactives: top-dose activity change, negative = inhibition, actives largely listed as inhibitors; actives 1% (n = 220,000); AID 1461; note: potency is the fitted concentration of half-maximal effect; % is set by controls: 0 for no effect and ±100 for the full control effect; nearly all actives have a fitted effect of over 50% in size; many of its hits are not listed in these tables
KinaseGlo FLuc = Kinase-Glo luciferase inhibition (counter-screen). Q27757. Kinase-Glo luciferase, ATP luminescence, 8 min. Potency, µM (titrated, usually from 38.3 µM), without a hit: top-dose activity change, negative = inhibition, usual class: inhibitors. actives 0.28% (n = 200,000). AID 1379; note: potency is the fitted concentration of half-maximal effect; % is set by controls: 0 for no effect and ±100 for the full control effect; nearly all actives have a fitted effect of over 60% in size
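Compound is pinned into ATP-containing buffer (10 uM ATP, imidazole pH 7.2, 7 mM MgCl2). Kinase-Glo luciferase reagent is then added. Light output is recorded following an 8-min room-temperature incubation.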
CBFb-RUNX1 inh = blocks binding between human CBF-beta and RUNX1; Q01196+Q13951; AlphaScreen CBFb-His/RUNX1-biotin binding, biochemical; Potency, µM (highest dose often 59.8 µM), without a hit: at the top dose activity, negative = inhibition, actives largely listed as inhibitors; 230,000 tested, under 10 active; AID 1477; note: % of control where 0% means no effect
Target sequence (Q01196 whole entry, looked up): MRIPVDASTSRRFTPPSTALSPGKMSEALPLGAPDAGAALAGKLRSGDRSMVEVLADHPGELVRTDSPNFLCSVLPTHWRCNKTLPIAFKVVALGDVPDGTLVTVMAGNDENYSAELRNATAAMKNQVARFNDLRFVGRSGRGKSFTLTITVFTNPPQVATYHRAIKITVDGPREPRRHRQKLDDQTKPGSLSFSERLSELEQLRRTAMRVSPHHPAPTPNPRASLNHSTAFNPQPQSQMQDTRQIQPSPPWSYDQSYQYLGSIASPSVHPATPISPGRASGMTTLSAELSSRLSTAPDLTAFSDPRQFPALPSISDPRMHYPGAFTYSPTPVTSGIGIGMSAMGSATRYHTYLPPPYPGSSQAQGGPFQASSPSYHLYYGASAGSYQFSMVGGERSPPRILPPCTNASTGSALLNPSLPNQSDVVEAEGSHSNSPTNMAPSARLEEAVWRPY
Target sequence (Q13951 whole entry, looked up): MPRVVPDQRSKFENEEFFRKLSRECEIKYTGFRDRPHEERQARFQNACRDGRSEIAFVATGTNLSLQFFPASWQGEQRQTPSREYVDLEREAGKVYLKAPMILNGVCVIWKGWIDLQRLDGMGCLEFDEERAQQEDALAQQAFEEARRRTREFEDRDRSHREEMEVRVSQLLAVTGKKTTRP
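Interaction loss through any mechanism counts as activity. Pre-formed complex of His-CBF-beta and biotin-RUNX1 (30 nM apiece) is incubated with compound 15 min, then with 50 ng nickel and 50 ng streptavidin beads for 90 min before AlphaScreen detection.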
aGal spleen mod = inhibits or activates alpha-galactosidase in human spleen homogenate; human spleen homogenate, 4MU-alpha-Gal fluorescence, 40 min; Potency, µM (top dose mostly 80 µM), for inactives: at the highest dose activity change, negative = inhibition, usual class: inhibitors; actives 0.008% (n = 240,000); AID 2107;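 note: potency is the fitted concentration of half-maximal effect; 0% = enzyme with vehicle and -100% = no enzyme basal signal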
Target sequence (P06280 32-429 limits assumed): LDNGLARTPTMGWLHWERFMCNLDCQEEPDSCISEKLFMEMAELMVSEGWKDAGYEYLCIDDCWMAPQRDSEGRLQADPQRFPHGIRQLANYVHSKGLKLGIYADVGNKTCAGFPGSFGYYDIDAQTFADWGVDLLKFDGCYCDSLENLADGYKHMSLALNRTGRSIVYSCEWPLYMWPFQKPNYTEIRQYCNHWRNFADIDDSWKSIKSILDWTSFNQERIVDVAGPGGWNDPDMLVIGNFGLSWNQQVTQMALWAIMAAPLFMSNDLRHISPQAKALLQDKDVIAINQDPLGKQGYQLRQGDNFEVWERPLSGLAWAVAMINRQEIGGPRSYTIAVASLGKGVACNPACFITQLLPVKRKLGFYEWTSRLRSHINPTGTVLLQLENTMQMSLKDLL
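Fluorogenic readout (Ex 365/Em 440 nm) of 4-methylumbelliferone released from 1 mM 4-MU-alpha-galactoside by spleen homogenate, 40 min at 37C, pH 5.0. Data normalized to no-enzyme and enzyme controls; Hill-equation AC50 from compound titrations.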
Epigenetic derep = epigenetic control regulation, reporter derepression. murine LDR cells, GFP reporter derepression, 30 h. Potency, µM (highest dose often 53.9 µM), without a hit: at the highest dose GFP activation, usual class: activators. actives 0.2% (n = 280,000). AID 1865; note: potency is the fitted concentration of half-maximal effect; % of control where 0% means no effect; nearly all actives have a fitted effect of over 60% in size
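GFP-positive cell count by laser-scanning cytometry (objects 20–120 um) after 30 h, 37 C compound exposure of murine LDR cells; reporter is CMV-GFP integrated at a silenced locus, inducible by HDAC or DNMT inhibitors.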
IMPase Li cell = cell-permeable IMPase inhibitors with lithium potentiation | CHO-M1 cells, IP1 TR-FRET (IP-One), carbachol + lithium | AID 1457 | Potency, µM (series often up to 59.4 µM), inactives show at the highest dose activity, negative = IMPase inhibition, most hits filed as inhibitors | actives 0.35% (n = 210,000);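 note: IP1 builds up when IMPase is blocked and the TR-FRET signal falls; potency is the fitted concentration of half-maximal effect; plate controls were basal vehicle for no effect and high inhibitor control for full effect; nearly all actives have a fitted effect of over 50% in size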
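CHO cells stably expressing M1 receptor (2000/well) were cultured 16–30 h, then exposed to compounds with a small lithium addition for 30 min at 37C. IP1 was measured by TR-FRET competition; AC50 from Hill fits.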
Lamin A splicing = changes lamin A minigene splicing in HeLa cells; HeLa LMNA splicing GFP/RFP minigene ratio, 48 h; Potency, µM (titrated, usually from 46.1 µM), without a hit: at the highest dose ratio change, negative = inhibition, usual class: inhibitors; actives 0.01% (n = 200,000); active = well fitted inhibition curve with a large enough effect in the signal ratio, with a control signal flat, not every such curve was filed as active; inconclusive = small, poorly fitted or top-dose-only effect, or effect the other way, or a change in a side signal; the % refers to the signal ratio; note: potency is the fitted concentration of half-maximal effect; % is set by controls: 0 for no effect and ±100 for the full control effect
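Read-out is the ratio of GFP to DsRed2 object intensity, acquired by 488 nm laser-scanning cytometry on HeLa lamin A-EGFP minigene reporter cells. Compound incubation 48 hrs at 37 °C in Opti-MEM with 2% FBS; DMSO 0.5% final.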
* = called active by the depositor; ? = inconclusive; · = not tested or not shown; & = joins results of further samples; [ ] = remark or other dose. Unless noted, calls come from the whole dose curve; as a rule, active = well fitted curve in the direction sought with a large enough effect; inconclusive = small, poorly fitted or top-dose-only effect, or another doubt; inactive = no such curve, though single readings can be large; an effect the other way counts as inactive or inconclusive. These rows are one share of the data; count on the stated rates, not on these rows.

SMILES	NPSR antag	KinaseGlo FLuc	CBFb-RUNX1 inh	aGal spleen mod	Epigenetic derep	IMPase Li cell	Lamin A splicing
Cc1ccc(NC(=S)N(CCN(C)C)C(C)c2ccco2)cc1C (configuration not stated)	3%	-2%	-1%	-1%	-0.9%	1%	-19%
O=C(NC1CCCCC1)c1cc([N+](=O)[O-])ccc1N1CCOCC1	-3%[46.1 µM]	-1%	0%	3%	0.0%	-2%[38.3 µM]	3%
FC(F)(F)c1cccc(Cc2noc(CN3CCCC3)n2)c1	3%	2%	12%	1%	-1.3%	4%	·
COc1cccc(Nc2nc(NCC3CCCO3)c3ccccc3n2)c1 (configuration not stated)	?	0%	-15%	11%	0.6%	-3%[38.3 µM]	-11%
CCN(CC)CCNC(=O)c1cn(-c2ccccc2)nc1-c1cccs1	3%[46.1 µM]	1%	1%	-7%	-4.5%	-3%[38.3 µM]	8%
CC(=O)Nc1ccc(S(=O)(=O)N2CCN(Cc3ccccn3)CC2)cc1	6%[46.1 µM]	-2%	3%	0%	-1.0%	21%[38.3 µM]	0%
CCn1c(=O)c(=O)[nH]c2cc(C(=O)Nc3ccc(S(=O)(=O)N4CCCC4)cc3)ccc21	1%[46.1 µM]	11%	-7%	-11%	-0.8%	1%[38.3 µM]	1%
O=C1NCCCC1C(=O)N/N=C/c1ccc(Cl)cc1 (configuration not stated)	-10%	·	-2%	-5%	-0.3%	·	·
c1ccc2[nH]c(-c3ccncc3)nc2c1	16%&-11%	-14%	22%&3%	-4%&6%	0.0%&0.0%	2%	2%[46 µM]
Cc1nc2ccc(NC(=O)COc3ccccc3C)cc2s1	-4%	-3%	0%	-24%	-3.3%	3%	?
CC(C)c1nc2sc3c(c2c(=O)n1N)CC(C)(C)OC3	11%	2%	-11%	1%	-1.1%	-9%	·
CCOc1ccc(-c2nnc(N(CC)C(=O)C3CCC3)s2)cc1	-29%[46.1 µM]	1%	12%	1%	-0.8%	16%[38.3 µM]	0%
CNS(=O)(=O)c1cc(O)c2c(S(=O)(=O)NC)cccc2c1	-3%[46.1 µM]	0%	-2%	-1%	-1.0%	3%[38.3 µM]	-5%
COc1ccc(NS(=O)(=O)c2cccc(-c3nnc(-c4ccccc4)o3)c2)cc1	-24%[46.1 µM]	-5%	4%	-11%	-1.2%	15%	?
COc1ccc(NC2=C(C(C)=O)C(c3ccc4c(c3)OCO4)C(C(C)=O)C(C)(O)C2)cc1 (configuration not stated)	-11%[46.1 µM]	1%	-6%	-8%	0.0%	1%[38.3 µM]	-1%
NC(=O)CS(=O)(=O)c1nc2ccccc2n1CC(=O)N1CCCCC1	-10%[46.1 µM]	1%	6%	15%	3.4%	10%[38.3 µM]	-16%
N#Cc1cccc(N=c2ssnc2Cl)c1	-45%	-7%	-18%	9%	1.4%	-5%	?
Cc1ccc(NC(=O)C2(N(CC(C)C)C(=O)Cn3nnnc3N)CCCCC2)cc1	?	6%	0%	-4%	-1.1%	30%[38.3 µM]	2%
O=C(Nc1ccc(S(=O)(=O)N2CCOCC2)cc1)c1ccc(CN2CCc3ccccc3C2)cc1	-8%[46.1 µM]	1%	0%	-2%	-0.3%	20%[38.3 µM]	-8%
CCc1cc(C)c(O)c(CC)n1	1%[46.1 µM]	3%	5%	1%	4.9%	23%[38.3 µM]	7%
O=C(N=Nc1c(O)[nH]c2ccccc12)c1cccs1	-35%	?	-6%	-11%	2.1%	11%	·
O=C(Cn1cnc2scc(-c3cccc([N+](=O)[O-])c3)c2c1=O)NCc1ccco1	-5%	1%	?	2%	0.1%	1%	4%[46 µM]
COc1ccc(OC)c2[nH]c(=O)c(CCNC(=O)C3CCCCC3)cc12	-6%[46.1 µM]	-1%	1%	4%	-3.3%	-6%[38.3 µM]	-5%
O=C(Cc1ccccc1)NN1C(=O)/C(=C/c2ccccc2C(=O)O)SC1=S	-3%	·	-4%	-6%	1.1%	-5%	·
CCOC(=O)c1[nH]c2ccccc2c1NC(C)=O	15%	·	2%	-1%	1.3%	·	·
Cc1ccsc1C(=O)NNC(=S)NCC(C)C	-7%[46.1 µM]	17%	5%	-5%	1.8%	36%[activator][38.3 µM]	4%
Cc1ccc(Nc2nc(N)nc(CSc3ncccn3)n2)cc1	-9%[46.1 µM]	19%	3%	-7%	5.2%	18%[38.3 µM]	-1%
CC(/C=N/n1c(COc2ccccc2)n[nH]c1=S)=C\c1ccccc1	-14%[46.1 µM]	3%	-21%	0%	-1.3%	5%[38.3 µM]	?
COc1cccc(NC(=O)COC(=O)c2nc3nccc(C)n3n2)c1	-6%[46.1 µM]	-1%	-2%	3%	-0.5%	-13%[38.3 µM]	-8%
CC(=O)NC1C2CN3CCN(C2)CC1(Cc1ccccc1)C3 (configuration not stated)	10%	-1%	4%	3%	-1.0%	2%	3%
CCCC(C)C(=O)Nc1ccc(F)c(Cl)c1 (configuration not stated)	-6%	0%	10%	11%	0.9%	12%	?
COc1ccccc1CNC(=O)C(NS(=O)(=O)c1ccc2c(c1)oc(=O)n2C)C(C)C (configuration not stated)	0%[46.1 µM]	-3%	4%	4%	0.8%	2%[38.3 µM]	1%
Cc1noc(C)c1C(=O)OCC(=O)Nc1cccc(S(N)(=O)=O)c1	12%	-7%	-2%	-4%	1.1%	4%	-10%[46 µM]
COCCNC(=O)C(=O)NCCN1CCNCC1	12%	-2%	1%	-17%	3.4%	-1%	·
C=CCn1cccc(C(=O)Nc2ccc(OC)c(OC)c2)c1=O	9%	-3%	-4%	1%	-0.4%	1%	11%[9.22 µM]
Cc1cc(NC(=O)CN2CCc3ccccc3C2)nc2c1c(=O)oc1ccccc12	19%	·	15%	1%	-0.2%	7%	·
COc1ccc(-n2nnnc2/C=C\Nc2ccc(C)cc2)cc1	14%	·	6%	-3%	2.3%	·	·
O=S(=O)(c1ccc2nc(COc3ccccc3)[nH]c2c1)N1CCOCC1	2%[46.1 µM]	-4%	12%	-11%	1.5%	-9%[38.3 µM]	-1%
O=S(=O)(c1ccccc1)c1cnc(-c2cccnc2)nc1-c1ccccc1	-13%[46.1 µM]	-10%	-2%	-6%	0.8%	3%[38.3 µM]	13%
O=C(CCCCCN1C(=O)c2ccccc2C1=O)Nc1ccccc1	-6%[46.1 µM]	1%	-4%	8%	-0.3%	27%[38.3 µM]	0%

Structures listed so far that have a furan ring, fused or not (2):
SMILES	NPSR antag	KinaseGlo FLuc	CBFb-RUNX1 inh	aGal spleen mod	Epigenetic derep	IMPase Li cell	Lamin A splicing
Cc1ccc(NC(=S)N(CCN(C)C)C(C)c2ccco2)cc1C (configuration not stated)	3%	-2%	-1%	-1%	-0.9%	1%	-19%
O=C(Cn1cnc2scc(-c3cccc([N+](=O)[O-])c3)c2c1=O)NCc1ccco1	-5%	1%	?	2%	0.1%	1%	4%[46 µM]

Next entries follow.
SMILES	NPSR antag	KinaseGlo FLuc	CBFb-RUNX1 inh	aGal spleen mod	Epigenetic derep	IMPase Li cell	Lamin A splicing
CN(C)NC(=S)Nc1cccc(C(F)(F)F)c1	-23%	·	8%	-1%	-2.0%	·	·
O=C(c1cnc2c(c1)COc1ccc(Cl)cc1-2)c1ccccc1O	-24%[46.1 µM]	0%	-3%	-3%	1.1%&0.0%	13%	3%
Cc1occc1C(=O)Nc1cccc(C(F)(F)F)c1	19%[46.1 µM]	3%	7%	-3%	-1.2%	8%	-9%
Cn1c(=O)cc(SCC(=O)Nc2ccc3c(c2)OCO3)c2ccccc21	-26%[46.1 µM]	·	-10%	-13%	-1.0%	·	-16%
COc1ccccc1C(=O)N1CCc2ccccc21	6%[46.1 µM]	-1%	-5%	6%	-0.3%	3%[38.3 µM]	9%
O=C(Nc1ccccc1)N(C1=NCCC1)c1ccc(OC(F)F)cc1	-25%[46.1 µM]	-4%	4%	-4%	-0.1%	16%[38.3 µM]	?
COc1ccc(-n2c(SCC(=O)N3CCN(c4ccccc4)CC3)nc3c(c2=O)SCC3)cc1	-17%[46.1 µM]	0%	-17%	1%	-1.0%	12%[38.3 µM]	11%
CC(C)(C)OC(=O)NCCCCCc1nnc(SCc2ccccc2F)o1	46%	·	26%	4%	-1.3%	·	·
CCC(OC(=O)CN1C(=O)C(=O)c2ccccc21)C(=O)Nc1ccc(S(N)(=O)=O)cc1 (configuration not stated)	5%	4%	3%	5%	4.3%	-3%	·
O=C(CCSc1ccc(Cl)cc1)NC12CC3CC(CC(C3)C1)C2	?	0%	2%	-4%	0.0%	-5%[38.3 µM]	-19%
CCOC(=O)C1=C(N)N(c2ccccc2Oc2ccccc2)C(=O)C1	-23%[46.1 µM]	-1%	3%	7%	-1.4%	-12%[38.3 µM]	9%
N/C(=N\N=C\c1ccco1)SC1CC(=O)N(c2ccccc2)C1=O (configuration not stated)	-6%	0%	-4%	-3%	4.0%	6%	1%[46 µM]
COC(=O)c1ccccc1NC(=O)C1CC(=O)N(c2ccccc2)C1 (configuration not stated)	-9%[46.1 µM]	-4%	4%	-1%	-0.8%	10%[38.3 µM]	16%
Cc1ccnc(NC(=O)c2ccc(Cl)c([N+](=O)[O-])c2)c1	-30%	-5%	-12%	-5%	1.5%	-4%	?
O=C(O)CC1(Cc2nc(-c3cccs3)no2)CCCC1	-3%[46.1 µM]	15%	-2%	-1%	-4.1%	-3%[38.3 µM]	-9%
O=C(Nc1ccc(N2CCOCC2)nc1)c1ccc(F)cc1	0%[46.1 µM]	1%	9%	-4%	0.0%	15%[38.3 µM]	1%
CC(C)C(=O)Nc1cccc(C(=O)Nc2nccs2)c1	?	3%	19%	10%	-4.8%	1%[38.3 µM]	9%
O=C(O)c1cc(N/N=C/c2ccc(N3CCOCC3)s2)ccc1Cl	-5%	-6%	?	-5%	-1.3%	28%	7%
Cc1cc(C)c2cc(C#N)c(N3CCCC3)nc2c1	-8%[46.1 µM]	-1%	10%	3%	-1.0%	6%[38.3 µM]	-5%
Cc1ccc2nc3c(c(C(=O)OCC(=O)NC4CCS(=O)(=O)C4)c2c1)CCCC3 (configuration not stated)	5%	-2%	-5%	6%	1.7%	2%	·
C=CCOc1ccc(CNn2cn[nH]c2=S)cc1OC	-15%[46.1 µM]	0%	1%	-1%	-13%	2%[38.3 µM]	-2%
